# Compound activity: PubChem BioAssay, several laboratories
# KKLEB tox = cytotoxicity in KKLEB CF airway cells, primary screen, cytotoxicity control for CF NF-kB inhibitor project, cell-based, uHTS, fluorescence assay plates | KKLEB CF airway cells viability, ATPlite luminescence, overnight; hits give low values; cells stimulated with P. aeruginosa culture filtrate | activity change (cytotoxicity), % at 5 µM | hit rate 0.36% among 360,000;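 active = corrected activity change at or below -50% at 5 µM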
# TRAIL sens C8 = viability loss with TRAIL in NB7+C8 cells, primary screen, TRAIL sensitizer project, cell-based, ATPlite luminescence; inhibition (viability loss, TRAIL sensitization), % at 10 µM; AID 624354, 2012; hit rate 1% among 360,000;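 active = compounds causing at least 50% loss of cell viability in the single-dose screen, relative to plate controls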
# NCOA3 inh = SRC3 coactivator transcriptional activity inhibitors, primary screen, cell-based, luminescence | Nuclear receptor coactivator 3 (Homo sapiens), Q9Y6Q9 | HEK293 GAL4-SRC3 luciferase reporter | inhibition, % at 3.6 µM | hit rate 0.17% among 360,000 | AID 588352, 2011;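 active = inhibition above a per-campaign cutoff, the mean of all compounds plus 3 SD, cut at about 60% in these data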;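 note: 0% = DMSO-treated cells and 100% = gossypol-treated cells at 36 µM; higher means less SRC3-driven luciferase light from the GAL4 reporter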
# TWEAK-Fn14 inh = inhibitors of TWEAK-Fn14 signaling, primary screen, luciferase reporter cells, uHTS; TWEAK-stimulated Fn14 reporter cells, luciferase luminescence, 8 h; inhibition, % at 10 µM; hit rate 2% among 360,000; AID 1159606, 2016; in the data active = inhibition above about 50%
# NR2F2 inh = NR2F2 transcriptional activity inhibitors, primary screen, cell-based, luciferase reporter, HEK293T, luminescence | AID 686940, 2013 | hit rate 0.7% among 370,000 | HEK293T NGFI-A luciferase reporter | inhibition, % at 8.6 µM;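 active = inhibition above a per-plate cutoff, mean inhibition of test wells between control levels plus 3 SD, cut at about 38% in these data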;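 note: cells cotransfected with COUP-TFII expression vector driving the NGFI-A reporter; 0% = median of COUP-TF2 test wells and 100% = reporter-only cells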
# Target sequence (P24468 whole entry, looked up): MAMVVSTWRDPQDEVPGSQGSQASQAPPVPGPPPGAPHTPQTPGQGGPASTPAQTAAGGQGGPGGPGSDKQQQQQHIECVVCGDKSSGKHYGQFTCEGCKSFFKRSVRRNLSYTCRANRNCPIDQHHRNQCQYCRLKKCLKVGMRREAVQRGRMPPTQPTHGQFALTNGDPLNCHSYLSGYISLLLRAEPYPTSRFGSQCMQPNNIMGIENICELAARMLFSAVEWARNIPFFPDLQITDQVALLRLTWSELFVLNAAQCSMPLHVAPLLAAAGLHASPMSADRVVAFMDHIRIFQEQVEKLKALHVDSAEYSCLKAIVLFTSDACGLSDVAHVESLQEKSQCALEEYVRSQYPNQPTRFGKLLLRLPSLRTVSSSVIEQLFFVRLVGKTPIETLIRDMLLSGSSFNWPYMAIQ
# NCOA1 inh = SRC1 coactivator transcriptional activity inhibitors, primary screen, cell-based, luminescence; hit rate 0.12% among 360,000; inhibition, % at 3.6 µM; HEK293 GAL4-SRC1 luciferase reporter; Nuclear receptor coactivator 1 (Homo sapiens), Q15788;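 active = inhibition above the campaign mean plus 3 SD, with each screening campaign given its own cutoff, cut at about 60% in these data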;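 note: 0% = DMSO treated cells and 100% = gossypol at 36 µM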
# LRH-1 inv ag = LRH-1 (NR5A2) inverse agonists, primary screen, cell-based, luminescence, HEK293T, StAR-luciferase reporter; Nuclear receptor subfamily 5 group A member 2 (Homo sapiens), O00482; LRH-1 transfected, 24 h; inhibition, % at 3.6 µM; hit rate 0.13% among 360,000; AID 602396, 2012;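 active = inhibition above the mean inhibition of all tested compounds plus 3 SD, cut at about 73% in these data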;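 note: 0% = DMSO wells and 100% = reporter-only cells lacking LRH-1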
# Target sequence (O00482 whole entry, looked up): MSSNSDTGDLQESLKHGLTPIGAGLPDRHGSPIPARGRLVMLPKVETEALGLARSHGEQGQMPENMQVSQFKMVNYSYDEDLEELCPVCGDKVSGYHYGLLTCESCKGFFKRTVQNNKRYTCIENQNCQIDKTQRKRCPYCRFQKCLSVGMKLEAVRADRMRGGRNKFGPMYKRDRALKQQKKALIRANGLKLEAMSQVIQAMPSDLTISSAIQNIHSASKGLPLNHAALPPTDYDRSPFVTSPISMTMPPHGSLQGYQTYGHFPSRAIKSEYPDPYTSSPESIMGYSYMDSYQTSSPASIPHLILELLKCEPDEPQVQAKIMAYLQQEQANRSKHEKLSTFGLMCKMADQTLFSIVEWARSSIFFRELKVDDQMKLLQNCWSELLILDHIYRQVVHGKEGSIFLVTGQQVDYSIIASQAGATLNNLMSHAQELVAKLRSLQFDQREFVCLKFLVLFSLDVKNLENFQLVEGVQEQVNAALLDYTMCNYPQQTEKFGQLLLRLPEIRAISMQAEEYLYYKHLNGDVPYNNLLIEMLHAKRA
# NCOA2 inhibitor = inhibition of GAL4-SRC2 driven luciferase reporter, primary screen, SRC2 inhibitor project, cell-based, luminescence; Nuclear receptor coactivator 2 (Homo sapiens), Q15596; HEK293 GAL4-SRC2 luciferase reporter; inhibition, % at 9 µM; hit rate 0.17% among 370,000;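 active = inhibition above the mean inhibition of all tested compounds plus 3 SD, set per campaign, cut at about 52% in these data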;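 note: 0% = DMSO treated cells and 100% = cells given Gossypol at 36 µM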
# TROY signal inh = inhibitors of TROY-driven NF-kB signaling, primary screen, Q293 LMP1-TROYcd cells, NF-kB luciferase, uHTS | Q293 LMP1-TROYcd NF-kB luciferase reporter, 4 h | inhibition, % at 10 µM | AID 1347056, 2019 | hit rate 0.98% among 360,000;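 active = compounds whose plate-normalised and pattern-corrected inhibition of the luciferase reporter signal at the single screening dose is 50% or more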
# LMP1 NFkB inh = EBV LMP1-driven NF-kappaB luciferase reporter inhibitors, primary screen, cell-based, luminescence, single point | hit rate 0.69% among 350,000 | LMP1-induced NF-kappaB luciferase reporter cells | inhibition, % at 12.5 µM; in the data active = inhibition above about 41%;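 note: 0% = neutral control wells and 100% = reference inhibitor control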
# CF NFkB block = inhibitors of PAF-induced NF-kB signaling, primary screen, cell-based, GFP fluorescence, uHTS; hit rate 0.86% among 360,000; KKLEB NF-kB-GFP reporter, GFP fluorescence overnight; inhibition, % at 5 µM;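 active = at least 50% inhibition at 5 µM, scaled per plate between neutral and stimulator controls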;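 note: PAF is a Pseudomonas aeruginosa culture filtrate used as stimulus; plate controls were PAF-stimulated DMSO wells for no effect and unstimulated DMSO wells for full effect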
# An asterisk follows results filed as active; / = no result given. Compounds were not picked by outcome; any-hit rate near 4.2%.
SMILES,KKLEB tox,TRAIL sens C8,NCOA3 inh,TWEAK-Fn14 inh,NR2F2 inh,NCOA1 inh,LRH-1 inv ag,NCOA2 inhibitor,TROY signal inh,LMP1 NFkB inh,CF NFkB block
Nc1[nH]nc2nc(NCc3ccccc3)c3c(c12)CCN(Cc1ccccc1)C3,-8,5,-10,-173,0,-24,16,-33,-15,11,-2
FC(F)(F)c1nc(NCc2ccccc2)c2nnn(Cc3ccccc3)c2n1,-1,-22,5,-7,-1,-10,7,-7,-6,-15,-4
Cc1ccc(S(=O)(=O)N2CCN(C(=O)c3ccc(Cl)nc3)CC2)cc1,6,-6,17,23,10,16,-5,12,-27,2,-2
Oc1ccc(Br)cc1C=Nc1ccc(Cl)cc1,17,1,-4,3,-22,-7,2,-17,-9,-19,-12
c1cc2c(cc1C1CCCCC1)c1c3n2CCCNC3CCC1 (stereo not drawn),-16,25,-11,-23,-13,-8,2,1,-15,-36,20
COc1cc(-c2nnc(COC(=O)c3nn(CC(C)C)c(=O)c4ccccc34)o2)cc(OC)c1OC,-4,-2,14,-16,-9,-5,-16,16,27,1,-25
COc1cc(C2N=C(c3ccccc3)NO2)cc(Br)c1O (stereo not drawn),1,1,-36,9,0,-43,-9,-26,-83,-12,-12
C=C(C)Cn1c(N)cc(=O)nc1SCC(=O)Nc1cccc(C(F)(F)F)c1,-4,-1,6,-5,1,5,3,14,-14,-6,-16
COc1cc(C2C(C#N)=C(N)N(Nc3ccccc3)C3=C2C(=O)CC(C)(C)C3)ccc1OCc1ccccc1 (stereo not drawn),-16,7,1,4,10,1,-1,8,-8,5,-14
COc1cc(C=NNC(=O)c2ccccc2NS(=O)(=O)c2cccs2)cc(OC)c1O,-8,-33,4,-12,19,-12,2,16,11,-3,20
O=c1ccc(Cl)n[nH]1,12,-12,5,6,16,0,-28,-16,-2,15,-7
CCCCNC(=O)COc1ccccc1[N+](=O)[O-],-12,1,-15,-39,-12,-23,-40,-22,-36,-17,-5
O=[N+]([O-])c1ccc(Cn2cc(-c3cccc(C(F)(F)F)c3)nn2)cc1,-7,-2,5,-43,8,-6,21,12,-27,-5,10
CC(C)(C)OC(=O)N[C@H](Cc1ccccc1)C(=O)N1CCC[C@@H]1C(=O)O,9,1,-2,-7,5,-4,-17,4,-4,-4,-4
Cc1ccc(S(=O)(=O)N2CCC(=O)CC2)cc1,12,-8,3,-5,0,6,-11,-11,-19,1,-15
Cc1cc(N2CCN(c3ccccc3)CC2)n2ncnc2n1,-3,-13,9,-3,2,-15,5,-4,4,12,18
Clc1cc(Cl)c(OCCCCn2cncn2)c(Cl)c1,-6,-7,-4,-12,18,13,-1,8,-4,6,-5
CCN(CC)CCCNC(=O)c1cn(C)c(=O)c2c1c1ccccc1n2C,11,4,15,27,-8,11,-1,-6,-11,25,-9
CNC(=S)NNC(=O)CSCc1c(Cl)cccc1Cl,-14,-22,18,-1,-3,4,6,-16,-2,6,6
COc1cccc(-c2csc(N3CCN(C(=S)Nc4ccc(Cl)cc4)CC3)n2)c1,9,9,8,-3,-12,-12,28,-49,-22,10,2
CCOC(=O)c1c(C)nc2c(c1-c1ccc(Cl)cc1)C(=O)CC(C)(C)C2,-7,15,-1,8,10,-1,-9,9,-8,-6,14
COc1cc(OC)c(OC)cc1/C=N/NC(=O)CCc1c(C)n[nH]c1C,7,-3,14,-6,-17,-14,-31,-12,18,5,17
COc1ccccc1NC(=O)N1CCC(NC(=O)C(Cc2ccccc2F)NC(C)=O)CC1 (stereo not drawn),-9,-3,0,28,-11,-12,-5,5,13,0,5
CS(=O)(=O)CCC(C(=O)OCc1ccc(Cl)cc1)N1C(=O)c2ccccc2C1=O (stereo not drawn),6,-2,24,4,19,21,-1,0,-10,-5,-20
CCCCOc1ccc(-c2c(C(=O)Nc3ccccc3)c(C)[nH]c(=S)c2C#N)cc1,15,3,4,13,-7,-25,7,2,7,-40,2
Nc1cc(C(=O)c2ccccc2)ccc1N1CCOCC1,9,10,-33,-22,-12,-39,-52,0,-26,-2,11
CCCCCN(C(=O)CCC(=O)OCc1cccc(Br)c1)c1c(N)n(CCCC)c(=O)[nH]c1=O,-13,-7,-2,16,-4,-5,-3,-8,-4,6,18
Cn1/c(=N/N=C/c2ccccn2)sc2ccccc21,10,21,-95,-2,-50,-97,-159,-46,-46,-27,-30
CCCC(=O)Nc1ccc(C(=O)Nc2nc(CC(=O)OCC)cs2)cc1,-25,13,2,2,4,-7,5,3,-15,-1,17
COCCNC(=O)C1CCCN(C(=O)/C=C/c2ccccc2)CC1 (stereo not drawn),6,-8,6,11,3,-18,-5,15,3,/,-32
CC1(c2ccccc2)NC(=O)N(CC(=O)N2CCN(S(=O)(=O)c3cccc(C(F)(F)F)c3)CC2)C1=O (stereo not drawn),2,6,26,13,-1,-8,9,16,-10,1,-14
CC(C)C[C@@H](CN1CCCC1CN1C(=S)NC[C@@H]1Cc1ccc(O)cc1)N1C[C@H](Cc2ccccc2)N(CC2CCCCCC2)C1=S (stereo partly drawn),17,23,11,10,7,-21,-3,-8,-1,6,0
CN(C)c1ccc(C(=O)N2CCN(C(=O)C3CCCO3)CC2)cc1 (stereo not drawn),9,1,-1,14,-11,-4,-6,-2,-1,-2,-14
O=C(NC1CCCCCCC1)C1CCC(CNc2c(N3CCCC3)c(=O)c2=O)CC1 (stereo not drawn),21,11,-3,-16,2,8,4,-2,-1,8,-53
O=C(Nc1nccs1)C(c1ccccc1)N1CCCC1 (stereo not drawn),9,-1,-11,86*,2,-8,3,4,7,-6,-15
COc1ccccc1CNC(=O)c1ccccc1NS(C)(=O)=O,-6,-4,-5,3,9,-26,-6,-18,6,12,-2

# One compound at a time, from the list above:
# Profile of `CCCCOc1ccc(-c2c(C(=O)Nc3ccccc3)c(C)[nH]c(=S)c2C#N)cc1` = KKLEB tox = 15; TRAIL sens C8 = 3; NCOA3 inh = 4; TWEAK-Fn14 inh = 13; NR2F2 inh = -7; NCOA1 inh = -25; LRH-1 inv ag = 7; NCOA2 inhibitor = 2; TROY signal inh = 7; LMP1 NFkB inh = -40; CF NFkB block = 2
# Profile of `COCCNC(=O)C1CCCN(C(=O)/C=C/c2ccccc2)CC1` (stereo not drawn) = KKLEB tox = 6; TRAIL sens C8 = -8; NCOA3 inh = 6; TWEAK-Fn14 inh = 11; NR2F2 inh = 3; NCOA1 inh = -18; LRH-1 inv ag = -5; NCOA2 inhibitor = 15; TROY signal inh = 3; LMP1 NFkB inh = /; CF NFkB block = -32

# The list continues:
SMILES,KKLEB tox,TRAIL sens C8,NCOA3 inh,TWEAK-Fn14 inh,NR2F2 inh,NCOA1 inh,LRH-1 inv ag,NCOA2 inhibitor,TROY signal inh,LMP1 NFkB inh,CF NFkB block
O=C1NCCNC1(c1c[nH]c2ccccc12)C(F)(F)F (stereo not drawn),3,-5,0,8,-4,-4,10,-2,4,-1,-8
O=C(O)CCCCn1c(SCC(=O)Nc2ccccc2C(F)(F)F)nc2ccsc2c1=O,5,-4,9,9,2,6,-24,6,0,2,-16
C=CCn1c(O)c(N=NC(=O)CNC(=O)c2ccco2)c2ccccc21,-1,-23,7,12,7,-7,30,15,10,-9,0
CSc1ncccc1C(=O)Nc1ccc2nc(C)sc2c1,10,7,-12,-14,-31,-11,-29,-27,-10,-4,-9
C(=Nc1ccc(N2CCOCC2)cc1)c1c[nH]c2ccccc12,4,11,-13,14,1,-9,-24,-27,22,-3,-9
Cc1c(NC(=O)C(C)OC(=O)c2cccnc2Cl)c(=O)n(-c2ccccc2)n1C (stereo not drawn),-13,-1,-1,12,-6,-2,0,-3,8,8,18
O=C(NCCCN1CCCCC1)C1CCC(=O)N1CCc1ccccc1 (stereo not drawn),4,-13,8,36,-10,19,14,-15,0,-3,-10
CCOc1ccc(C(=O)N(CN2CCCC2=O)c2ccccc2)cc1,3,-10,-19,1,8,6,7,-39,-1,5,3
O=C(/C(=C/c1ccccc1Cl)c1ccccc1)N1CCOCC1,-8,1,20,3,-6,-6,10,15,25,-2,-1
COc1cccc(OCc2cc(C(=O)N3CCN(C4CCCC4)CC3)no2)c1,-1,-15,-27,5,5,-11,-10,-20,5,1,-12
CN(C)S(=O)(=O)c1cccc(NC(=O)CSc2nnnn2-c2ccccc2)c1,-2,1,8,15,20,0,8,14,15,-3,7
COc1ccc(-c2nn(-c3ccccc3)cc2/C=N/NC(=O)c2ccc(Br)o2)cc1,14,69*,-41,94*,-8,-57,-71,-30,76*,-33,-25
O=C(Cc1cccc2ccccc12)Nc1c(F)cccc1F,-12,-10,-12,-1,-30,-12,-33,-24,-9,-86,-4
CC(=O)Nc1ccccc1NC(=O)c1ccc(C)cc1C,-1,5,2,8,-9,-10,11,4,14,0,2

# Structural class: the entries above with a Cl atom
SMILES,KKLEB tox,TRAIL sens C8,NCOA3 inh,TWEAK-Fn14 inh,NR2F2 inh,NCOA1 inh,LRH-1 inv ag,NCOA2 inhibitor,TROY signal inh,LMP1 NFkB inh,CF NFkB block
Cc1ccc(S(=O)(=O)N2CCN(C(=O)c3ccc(Cl)nc3)CC2)cc1,6,-6,17,23,10,16,-5,12,-27,2,-2
Oc1ccc(Br)cc1C=Nc1ccc(Cl)cc1,17,1,-4,3,-22,-7,2,-17,-9,-19,-12
O=c1ccc(Cl)n[nH]1,12,-12,5,6,16,0,-28,-16,-2,15,-7
Clc1cc(Cl)c(OCCCCn2cncn2)c(Cl)c1,-6,-7,-4,-12,18,13,-1,8,-4,6,-5
CNC(=S)NNC(=O)CSCc1c(Cl)cccc1Cl,-14,-22,18,-1,-3,4,6,-16,-2,6,6
COc1cccc(-c2csc(N3CCN(C(=S)Nc4ccc(Cl)cc4)CC3)n2)c1,9,9,8,-3,-12,-12,28,-49,-22,10,2
CCOC(=O)c1c(C)nc2c(c1-c1ccc(Cl)cc1)C(=O)CC(C)(C)C2,-7,15,-1,8,10,-1,-9,9,-8,-6,14
CS(=O)(=O)CCC(C(=O)OCc1ccc(Cl)cc1)N1C(=O)c2ccccc2C1=O (stereo not drawn),6,-2,24,4,19,21,-1,0,-10,-5,-20
Cc1c(NC(=O)C(C)OC(=O)c2cccnc2Cl)c(=O)n(-c2ccccc2)n1C (stereo not drawn),-13,-1,-1,12,-6,-2,0,-3,8,8,18
O=C(/C(=C/c1ccccc1Cl)c1ccccc1)N1CCOCC1,-8,1,20,3,-6,-6,10,15,25,-2,-1
